High-throughput results from PubChem BioAssay.
D2 agonist: agonists of human D2 dopamine receptor; P14416; HEK293 T-REx D2 cells, calcium flux agonist mode; activation, % at 2 µM; 340,000 tested, 0.53% active;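 active means activation over 3 SD above normal in the single-dose calcium agonist read, cut at about 30% in these data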; further: 0% is about no effect
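HEK293 Trex D2 cells, tetracycline-induced, o/n 30 C 5% CO2; no-wash Ca dye, RT 30–90 min; 10-cycle baseline, 23 nl cpd added, kinetic Ca read 180 s; agonist hits = positive Ca response.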
RXFP1 ag: agonists of human relaxin receptor RXFP1; Q9HBX9; HEK293T-RXFP1 cAMP TR-FRET, 30 min; response scale: percent of porcine relaxin response, buffer zero; Potency, µM (highest dose often 57.5 µM), without a hit: at the highest dose activation, hits mostly activators; 370,000 tested, 0.3% active; active means well fitted activation curve with a large enough effect; inconclusive means small, poorly fitted or top-dose-only effect; further: potency means the concentration at half of the fitted maximal effect; on the % scale 0 is the no-effect control and ±100 the full control effect; nearly all actives have a fitted effect of over 60% in size; many of its hits are not listed in these tables
Target sequence (Q9HBX9 whole entry, looked up): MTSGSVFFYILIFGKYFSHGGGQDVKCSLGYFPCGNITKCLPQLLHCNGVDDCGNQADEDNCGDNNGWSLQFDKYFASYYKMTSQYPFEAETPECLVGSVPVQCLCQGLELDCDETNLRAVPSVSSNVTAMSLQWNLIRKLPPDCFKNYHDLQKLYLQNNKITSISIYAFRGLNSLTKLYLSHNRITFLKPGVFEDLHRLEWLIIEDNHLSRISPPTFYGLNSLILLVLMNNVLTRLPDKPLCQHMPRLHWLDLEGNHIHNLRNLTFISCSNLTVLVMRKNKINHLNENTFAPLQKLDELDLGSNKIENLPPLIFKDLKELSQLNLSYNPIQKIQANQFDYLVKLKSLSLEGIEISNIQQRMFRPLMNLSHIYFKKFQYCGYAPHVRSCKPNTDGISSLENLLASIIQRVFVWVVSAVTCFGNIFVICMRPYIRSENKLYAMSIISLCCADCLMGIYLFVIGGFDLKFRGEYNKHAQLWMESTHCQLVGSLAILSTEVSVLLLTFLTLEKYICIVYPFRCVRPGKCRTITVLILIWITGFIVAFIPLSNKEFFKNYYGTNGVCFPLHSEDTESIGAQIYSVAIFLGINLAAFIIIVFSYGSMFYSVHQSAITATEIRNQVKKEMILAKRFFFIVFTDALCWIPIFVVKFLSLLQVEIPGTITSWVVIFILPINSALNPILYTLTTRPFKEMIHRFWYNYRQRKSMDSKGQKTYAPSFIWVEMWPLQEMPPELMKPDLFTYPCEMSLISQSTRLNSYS
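Agonist response is measured as cAMP accumulation in an RXFP1-transfected HEK293T line under PDE4 inhibition. Values are scaled between buffer-only and 29 nM porcine relaxin, and EC50s come from standard Hill equation fits.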
D1 potentiator: potentiators of human D1 dopamine receptor; potentiation, % at 10 µM; HEK293 TREx D1 cells, calcium flux, dopamine EC20 potentiation; P21728; 360,000 tested, 0.036% active; in the data active means potentiation above about 30%; further: 0% is about no effect
RXFP1 antag: blocks the human relaxin receptor RXFP1; Q9HBX9; HEK293-RXFP1, relaxin-stimulated cAMP HTRF, 30 min; stronger effect = lower value; activity change, negative = inhibition, % at 57.5 µM; 350,000 tested, 0.59% active; AID 1259400;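 active means activity change of -60% or lower, but not beyond a set lower limit; inconclusive means change between -60% and -40%, or beyond the set limit; inactive means change above -40%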; further: on the % scale 0 is the no-effect control and ±100 the full control effect
D2 antagonist: D2 dopamine receptor (human) antagonism; 340,000 tested, 2% active; inhibition, % at 10 µM; HEK293 TREx D2 cells, calcium flux, dopamine EC80; in the data active means inhibition above about 30%; further: 0% is about no effect
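Compounds are added to dye-loaded, induced HEK293 T-REx cells coupled to calcium release via D2; after a 3 min kinetic read an EC80 dopamine stimulus is given and fluorescence is recorded for 3 more min.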
D2 potentiator: D2 dopamine receptor (human) potentiation; potentiation, % at 10 µM; AID 485347; HEK293 T-REx D2, calcium flux, EC20 dopamine potentiation; 340,000 tested, 0.34% active; P14416;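 active means potentiation over 3 SD above the plate norm, cut at about 30% in these data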; further: 0% is about no effect
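Tetracycline-induced Hek293 Trex D2 cells, force-coupled to calcium, loaded with no-wash calcium dye. Compound added with 180 s kinetic read for agonism, then EC20 dopamine and a further 180 s read for potentiation.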
D1 agonist: agonists of human D1 dopamine receptor; P21728; HEK293 T-REx D1 cells, calcium flux, agonist mode; activation, % at 2 µM; 360,000 tested, 1% active; in the data active means activation above about 30%; further: 0% is about no effect
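Inducible HEK293 T-REx D1 cells, force-coupled to calcium signalling, were plated at 4000 cells/well with tetracycline and held overnight at 30 C. After no-wash calcium dye loading, compound-evoked calcium rise over 180 s flagged agonists.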
D1 antagonist: antagonists of human D1 dopamine receptor. HEK293 TREx D1 cells, calcium flux, dopamine EC80; stronger effect = lower value. P21728. 360,000 tested, 3.2% active. AID 504652. activity change, negative = inhibition, % at 10 µM; in the data active means activity change below about -30%; further: on the % scale 0 is the no-effect control and ±100 the full control effect
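Tetracycline-induced HEK293 T-REx cells with force-coupled D1 receptor were loaded with a no-wash calcium dye. Compound was added after a 10 s baseline and read kinetically for 180 s; EC80 dopamine was then added and calcium flux followed another 180 s.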
TRHR enhancer: allosteric enhancers of human TRH receptor | AID 493056 | 360,000 tested, 0.66% active | TRHR cells, fluo-8 calcium fluorescence, EC20 TRH enhancement | P34981 | enhancement, % at 2 µM; in the data active means enhancement above about 30%; further: 0% is about no effect
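Enhancer read-out: after compound pinning and an initial kinetic agonist-mode read, an EC20 of TRH (10 nM final) was injected and fluo-8 calcium signal (Ex 480/Em 530) followed at 1 s/cycle for 100 cycles in TRHR-expressing cells.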
The depositor's hits bear a star; u = inconclusive; x = no result given. Some of the compounds tested. The share of hits here may be higher or lower than overall.

SMILES | D2 agonist | RXFP1 ag | D1 potentiator | RXFP1 antag | D2 antagonist | D2 potentiator | D1 agonist | D1 antagonist | TRHR enhancer
Cc1ccnc(NS(=O)(=O)c2ccc(NC(=O)COc3ccccc3)cc2)n1 | -1.1 | 0.6% | -4 | 1 | -2 | 0 | 0 | 10 | -12
CCOc1ccc(CCNC(c2nnc(-c3ccccc3)o2)c2ccccc2Cl)cc1OCC (stereo not drawn) | 0.1 | 4.0% | 0 | -23 | x | -5 | 26 | -12 | -1
O=C(NC1CCN(C(=O)Nc2cccc(F)c2)CC1)C1CCCCC1 | 1.1 | 0.3% | 1 | -1 | -8 | 4 | 0 | 2 | 2
CCCCn1c(N)c(N(CC(C)C)C(=O)c2cccc(-n3cnnn3)c2)c(=O)[nH]c1=O | 0.2 | 2.8% | -6 | -8 | -2 | -10 | 2 | 9 | -5
Cc1cc(C)cc(N(C)S(=O)(=O)c2nnc(NC(=O)COc3ccc(Cl)cc3)s2)c1 | 1.4 | 1.1% | -1 | -31 | x | -8 | 4 | 4 | 3
O=C(Nc1ccccc1)N(Cc1c[nH]c2ccccc12)C1CCCCCC1 | -1.5 | 0.2% | 2 | x | x | -4 | 3 | 6 | 0
CCC(C)c1ccc(S(=O)(=O)N2CCN(S(=O)(=O)c3ccc(NC(C)=O)cc3)CC2)cc1 (stereo not drawn) | -1.0 | -1.2% | -7 | -8 | 14 | 8 | 1 | 2 | -11
CCN(c1ccccc1)S(=O)(=O)c1ccc(Cl)c(NC(=O)CN2C(=O)NC3(CCCC3)C2=O)c1 | -0.6 | 0.0% | -5 | -7 | 3 | -2 | 2 | -17 | -5
COc1ccc(-c2nn(C)c(=O)c3ccccc23)cc1NC(=O)Cn1nc(-c2ccccc2)c2ccccc2c1=O | -1.1 | -0.7% | -1 | -1 | 12 | 0 | 8 | 6 | 2
COc1cc2[nH]c(=S)nc(NCc3ccccn3)c2cc1OC | x | -0.4% | -1 | -10 | x | x | 2 | -1 | 21
O=C(CSc1nc2nc3c(cc2c(=O)n1-c1ccccc1)CCCC3)Nc1ccccc1 | 0.1 | 5.8% | -7 | -20 | 2 | 3 | 3 | -10 | -1
O=C(O)C1CCC(=O)N(C2CCCCC2)C1c1ccccc1Cl (stereo not drawn) | 1.4 | -1.2% | -3 | 1 | 1 | 2 | 2 | -6 | 1
O=C1NC(c2ccc(Cl)cc2)Oc2ccccc21 (stereo not drawn) | 0.2 | -1.0% | -3 | -2 | -11 | 6 | 1 | 4 | 1
COc1ccc(-c2cc(C(F)(F)F)nc(S(=O)(=O)CCCC(=O)Nc3cccnc3Cl)n2)cc1OC | 0.6 | 7.1% | -3 | -7 | 14 | 11 | 1 | -17 | 25
Cc1c(Cl)cccc1-n1c(SCC(=O)NCc2ccccc2)nc2n[nH]c(C)c2c1=N | -0.4 | 2.1% | 2 | u | x | -9 | 1 | 3 | 42*
Cc1ccc(CNC(=O)Cc2ccc(Br)cc2)cc1 | -1.0 | -0.2% | 0 | 1 | 1 | -5 | 0 | 9 | -7
Cc1nn2c(N3CCN(C4CCCC4)CC3)cc(C(C)(C)C)nc2c1-c1ccccc1 | 0.2 | 1.3% | -2 | 14 | -20 | -3 | -1 | x | 0
CNC(=O)c1csc(-c2ccc(C)cc2)n1 | x | -0.8% | -4 | 17 | 15 | 0 | 1 | -10 | -9
CCOc1ccc(N(CC)C(=O)Cc2c(C(=O)O)n(C)c3ccccc23)cc1 | x | -2.7% | 0 | 0 | x | x | 0 | -10 | 1
C1CCc2c(nnc3c2-c2nonc2CC3)C1 | -0.6 | 4.1% | -3 | -3 | -1 | -6 | 3 | 8 | -1
O=C(COC(=O)c1ccc(F)cc1F)Nc1ncccn1 | 0.8 | 6.5% | 4 | -9 | -6 | -3 | 3 | -1 | 4
COc1ccc(CCNC(=O)CSc2nnc(NC(C)=O)s2)cc1OC | 1.3 | 1.3% | 0 | -2 | 9 | 7 | 2 | 14 | 5
S=c1[nH]c(-c2ccccc2)cn1/N=C/c1ccccc1Br | 0.1 | 1.5% | -1 | -26 | -12 | -5 | -1 | 25 | 0
O=C(/C=C/c1ccccc1Cl)N(Cc1ccccc1)C1CCS(=O)(=O)C1 (stereo not drawn) | -1.4 | 1.2% | -3 | 11 | 3 | 6 | 0 | -9 | 4
CCc1nn(C(CC)C(=O)NCC(C)c2ccccc2)c(=O)c2cc3occc3n12 (stereo not drawn) | 1.2 | 2.2% | 2 | 25 | -7 | 15 | 1 | 6 | -6
SMILES | D2 agonist | RXFP1 ag | D1 potentiator | RXFP1 antag | D2 antagonist | D2 potentiator | D1 agonist | D1 antagonist | TRHR enhancer
Cc1ccc(NC(=O)c2sccc2C)cc1S(=O)(=O)N(C)C | -1.3 | 3.5% | -10 | 22 | -12 | 5 | -2 | -7 | 8
Cc1cc(C)c2nc(N3CCCC(C(=O)N4CCC(C(N)=O)CC4)C3)sc2c1 (stereo not drawn) | 1.3 | -1.1% | -1 | 1 | 11 | 2 | 10 | -24 | 17
CN(CC(=O)Nc1ccc(OC(F)(F)F)cc1)C(=O)c1ccc(N2CCCC2=O)cc1 | 0.2 | 0.3% | -7 | -2 | 2 | -12 | 10 | -32* | -2
Cc1cccc(NC(=S)N2CCN(c3ccc(F)cc3)CC2)c1 | 0.4 | 0.0% | 4 | 2 | -5 | -5 | 11 | -23 | -8
O=C(COC(=O)c1ccc(Cl)c(Cl)c1)Nc1cccnc1Cl | -0.3 | 2.0% | 0 | -10 | 1 | 4 | 10 | -16 | 3
Cc1ccc(S(=O)(=O)/N=S(/C)c2ccccc2)cc1 (stereo not drawn) | 0.1 | -0.4% | -1 | -3 | 7 | 5 | 1 | 10 | 8
Cc1ccc2c(CC(=O)N(CC3CCCO3)c3c(N)n(Cc4ccccc4)c(=O)[nH]c3=O)coc2c1 (stereo not drawn) | 0.3 | 0.5% | -10 | -16 | -10 | 12 | 0 | 5 | -1
COCCNC(=O)c1nn(-c2ccc(C)cc2)c(=O)c2c1c1ccccc1n2C | 0.8 | 0.5% | 3 | -3 | x | 6 | -1 | -14 | -9
Cc1cc(SCc2ccc(Cl)c(Cl)c2)nc(=O)[nH]1 | 0.5 | 0.4% | 1 | 6 | -5 | 12 | 4 | -9 | 3
CCC(=O)Nc1cccc(-n2nnnc2SCC(=O)NCc2ccco2)c1 | 0.0 | 0.8% | -4 | 27 | -18 | 1 | 2 | -7 | -1
Cc1cc(C)c(-n2c(SCC(=O)N3CCOCC3)n[nH]c2=O)c(C)c1 | 1.4 | -1.5% | -7 | 6 | 9 | -1 | 4 | -4 | 2
CCN(CC)C(c1ccc(F)cc1)c1nnnn1C1CCCCC1 (stereo not drawn) | -0.7 | 1.1% | -8 | -7 | 0 | -1 | 1 | -1 | -6
CCc1ccc(NC(=O)CN2C(=O)C(c3ccc(Cl)cc3)=NC23CCCCC3)cc1 | -0.2 | 1.4% | -3 | -25 | x | 4 | 2 | 1 | 19
Cc1ccc(C(=O)c2ccccc2C(=O)Nc2ccccc2)cc1 | -0.4 | 0.0% | 6 | x | -6 | -3 | 1 | 4 | 7
COc1ccc(Nc2nc3ccccc3nc2NS(=O)(=O)c2ccc(Cl)cc2)cc1OC | 4.9 | 2.5% | -4 | x | x | -4 | 19 | -26 | -10
COc1ccc(OC)c(NS(=O)(=O)c2ccc3c(c2)CCC(=O)N3)c1 | 1.3 | 2.2% | -1 | 12 | -3 | -1 | 1 | -16 | 0
CCOc1ccc(NC(=O)C2CCN(C(=O)C3CC(=O)N(c4ccc(C)cc4)C3)CC2)cc1 (stereo not drawn) | -0.9 | -1.5% | -6 | -4 | 24 | 19 | 2 | -2 | 16
O=C(COc1ccccc1)N1CCN(S(=O)(=O)c2cccs2)CC1 | -0.7 | 0.0% | 7 | 5 | -4 | 21 | 0 | 7 | 6
O=C(C(c1ccccc1)c1ccccc1)N1CCN(CCN2C(=O)c3cccc4cccc(c34)C2=O)CC1 | -0.4 | 1.5% | -6 | 17 | 8 | 1 | 4 | 6 | -15
CCCCN(C(=O)C(C)(C)Oc1ccc(Cl)cc1)c1c(N)n(CCC)c(=O)[nH]c1=O | -0.2 | 0.7% | 8 | -3 | -6 | -5 | 0 | 24 | 9
CN(/N=C/c1ccc(O)cc1O)c1ncc(C(F)(F)F)cc1Cl | -0.9 | 2.1% | -1 | -7 | 4 | -5 | 2 | -18 | -10
CC1CCC(NC(=O)C2CCC(CNc3c(N4CCCCC4)c(=O)c3=O)CC2)CC1 (stereo not drawn) | -1.5 | -1.5% | 3 | -15 | -7 | 4 | 1 | 10 | -5
O=C(Nc1ccccc1C(=O)N1CCN(Cc2ccccc2)CC1)c1ccccn1 | 1.1 | -0.1% | -4 | -2 | -12 | -6 | 0 | 30 | 2
O=C(Cn1c(=O)cnc2ccccc21)NCC(=O)Nc1ccc(F)c(F)c1 | -0.1 | 1.1% | -4 | -1 | 10 | -7 | -1 | 14 | -5
O=C(Cc1cccc(C(F)(F)F)c1)NCc1ccc(Cl)cc1 | -1.0 | -1.2% | 9 | -4 | 3 | -6 | 6 | 18 | 6

Reprinted at random: 2 compounds from above
SMILES | D2 agonist | RXFP1 ag | D1 potentiator | RXFP1 antag | D2 antagonist | D2 potentiator | D1 agonist | D1 antagonist | TRHR enhancer
Cc1ccc(C(=O)c2ccccc2C(=O)Nc2ccccc2)cc1 | -0.4 | 0.0% | 6 | x | -6 | -3 | 1 | 4 | 7
Cc1cc(SCc2ccc(Cl)c(Cl)c2)nc(=O)[nH]1 | 0.5 | 0.4% | 1 | 6 | -5 | 12 | 4 | -9 | 3

Next part
SMILES | D2 agonist | RXFP1 ag | D1 potentiator | RXFP1 antag | D2 antagonist | D2 potentiator | D1 agonist | D1 antagonist | TRHR enhancer
COc1ccc(-c2nnc(Nc3ccc(OC)c(C(=O)N4CCCCC4)c3)c3ccccc23)cc1 | -1.7 | -0.7% | -3 | -4 | -17 | 6 | 0 | 16 | -3
CC(C)(O)C#Cc1ccc(C(=O)Nc2ccc3c(c2)OCO3)s1 | -0.1 | -2.3% | -1 | 5 | -9 | 9 | 5 | -5 | 0
CCCCOc1ccc(CN(C)c2ncnc(N)n2)cc1 | 0.3 | 0.3% | 0 | 9 | 31* | -4 | 1 | -1 | 4
O=C(Nc1ccc(N2CCN(C(=O)c3cccs3)CC2)c(Cl)c1)c1ccco1 | 0.1 | 0.8% | 1 | 1 | 6 | 3 | 2 | 0 | -3
CCCCCCSc1nsc(NC(=O)CCC)n1 | -1.4 | -1.4% | 3 | 1 | 23 | -6 | 13 | -39* | 18
CCCNC(=S)N1CCC(C(=O)c2ccc(Cl)cc2)CC1 | -2.2 | 0.5% | -6 | 1 | -6 | 4 | 19 | 0 | 1

Results in D1 antagonist, for 2 of the compounds above:
structure	D1 antagonist
CCCCOc1ccc(CN(C)c2ncnc(N)n2)cc1	-1
COc1ccc(-c2nnc(Nc3ccc(OC)c(C(=O)N4CCCCC4)c3)c3ccccc23)cc1	16
